SUMO1 PPI mod: SUMO1-SIM interaction modulation; SUMO1 binding to a labelled peptide, TR-FRET, 1 h; inhibition, % at 20 µM; actives 0.33% (n = 360,000); AID 602429; in the data active = inhibition above about 37%
Target sequence (P63165 whole entry, looked up): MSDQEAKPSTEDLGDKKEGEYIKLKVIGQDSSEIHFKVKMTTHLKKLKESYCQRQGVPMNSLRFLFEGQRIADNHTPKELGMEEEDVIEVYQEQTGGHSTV
TbMetRS inhib: Trypanosoma brucei MetRS inhibition. inhibition, % at 11.9 µM. purified T. brucei MetRS, ATP depletion, Kinase-Glo luminescence. actives 0.4% (n = 360,000). AID 624268;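 active = inhibition above a per-plate cutoff of the control wells' mean inhibition plus 3 SD, cut at about 5.5% in these data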;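 also: 0% = DMSO wells median and 100% = median of wells with control inhibitor compound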
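Test system – parasite MetRS enzyme · Reagent – substrates ATP, L-methionine and bulk Escherichia coli tRNA · Doses – 11.9 µM compound single dose, 0.9% DMSO · Times – 15 min enzyme-compound preincubation, 2 h reaction, 10 min detection, 25 °C · Signal – Kinase-Glo luminescence, ATP depletion format · Controls – DMSO-only wells as low control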
SKN-1 block: inhibitors of C. elegans SKN-1; inhibition, % at 21.8 µM; actives 0.49% (n = 360,000); C. elegans VP596 Pgst-4::GFP/RFP ratio, acrylamide-induced, 24 h;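 active = interference check ratio from 0.5 to 1.5 plus GFP to RFP signal ratio inhibition reaching or exceeding a fixed threshold, cut at about 30% in these data, passing the limit was not always enough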; also: some compounds called inactive have numbers as strong as hits
Neddylation inh: cullin neddylation inhibition; TR-FRET cullin neddylation, biochemical; P61081+Q13564; actives 0.58% (n = 360,000); calls only at 25 µM; AID 651699; in the data active = inhibition above about 36%
Target sequence (P61081 whole entry, looked up): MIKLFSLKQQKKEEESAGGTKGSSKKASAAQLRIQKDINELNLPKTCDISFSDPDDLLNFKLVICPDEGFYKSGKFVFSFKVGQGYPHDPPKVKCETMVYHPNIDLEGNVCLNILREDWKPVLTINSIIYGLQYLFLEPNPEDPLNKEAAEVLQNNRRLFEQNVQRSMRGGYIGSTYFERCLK
Target sequence (Q13564 whole entry, looked up): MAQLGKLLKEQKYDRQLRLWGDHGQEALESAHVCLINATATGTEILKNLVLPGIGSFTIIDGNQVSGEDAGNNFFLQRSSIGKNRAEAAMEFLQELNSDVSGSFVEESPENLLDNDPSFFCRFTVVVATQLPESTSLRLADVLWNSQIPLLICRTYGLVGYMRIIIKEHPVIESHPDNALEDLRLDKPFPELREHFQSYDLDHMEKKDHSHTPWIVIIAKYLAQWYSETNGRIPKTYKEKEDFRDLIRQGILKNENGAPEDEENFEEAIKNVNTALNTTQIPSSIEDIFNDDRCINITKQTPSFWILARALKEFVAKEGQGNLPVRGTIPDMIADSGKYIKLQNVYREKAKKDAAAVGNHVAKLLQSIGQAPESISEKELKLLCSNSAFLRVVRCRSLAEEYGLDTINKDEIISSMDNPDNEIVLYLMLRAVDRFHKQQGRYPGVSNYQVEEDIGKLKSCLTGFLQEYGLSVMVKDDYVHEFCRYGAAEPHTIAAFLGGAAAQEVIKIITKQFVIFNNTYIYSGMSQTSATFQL
Scp-1 inhibitor: inhibitors of human Scp-1 phosphatase | actives 0.88% (n = 340,000) | Recombinant Scp1, phosphopeptide, malachite green phosphate absorbance | inhibition, % at 20 µM;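 active = inhibition above about 50% at 20 µM, limit read from the data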;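 also: plate controls were DMSO wells with enzyme for no effect and wells lacking enzyme for full effect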
Target sequence (Q9GZU7 76-261 limits assumed): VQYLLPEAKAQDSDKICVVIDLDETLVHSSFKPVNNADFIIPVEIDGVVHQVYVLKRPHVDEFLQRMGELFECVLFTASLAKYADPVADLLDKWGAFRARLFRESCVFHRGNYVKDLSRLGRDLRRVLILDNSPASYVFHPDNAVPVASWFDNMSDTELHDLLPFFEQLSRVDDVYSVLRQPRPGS
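System: truncated SCP-1 phosphatase (76-261aa); medium: Tris acetate buffer pH 5.5 with MgCl2 and Tween-20; incubation: 45 min room-temperature reaction, 5 min colour, 30 min stabiliser; compound: single 20 µM dose, 1% DMSO; reagent: Phosphorylated 17-residue peptide substrate; read-out: % inhibition at 20 µM; technique: colorimetric free-phosphate detection, absorbance 630 nm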
NadD block: NadD (S. aureus) enzyme inhibition; purified NadD enzyme, colorimetric absorbance read-out; inhibition, % at 20 µM; actives 0.78% (n = 360,000); AID 602399; in the data active = inhibition above about 26%; also: some compounds past the cut are filed as inactive
DNMT1 block: DNMT1 (human) enzyme inhibition; DNMT1 molecular beacon, Hinp1I cleavage, fluorescence; actives 0.83% (n = 360,000); P26358; inhibition (reported as % activation of signal), % at 10 µM; in the data active = inhibition above about 50%
LMPTP inh: blocks human LMPTP phosphatase | P24666 | recombinant LMPTP-A, OMFP fluorogenic substrate, fluorescence intensity | inhibition, % at 20 µM | actives 0.22% (n = 360,000) | AID 651560;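 active = compounds that cut the enzyme signal by at least half of the control window in the single-dose screen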;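 also: plate controls were DMSO wells with enzyme plus substrate for no effect and substrate without enzyme for full effect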
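Material: LMPTP-A; amount: 0.625 nM enzyme; doses: single 20 µM dose; times: reaction 50 min, room temperature, dark; technique: fluorescence intensity of OMFP turnover product; benchmarks: no-enzyme and uninhibited controls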
STEP block: blocks human striatal-enriched tyrosine phosphatase; recombinant STEP, OMFP fluorogenic substrate, fluorescence; inhibition, % at 20 µM; actives 0.25% (n = 360,000); P54829;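 active = inhibition at 20 µM, scaled per plate between control wells, above about 37%, limit read from the data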;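 also: 0% = DMSO with enzyme and substrate and 100% = substrate only without enzyme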
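Measure: Control-normalized % inhibition with plate pattern correction | Test system: STEP phosphatase, cell-free reaction | Medium: pH 6.0 Bis-Tris with DTT and Tween 20 | Technique: Fluorescence, 480/540 nm | Times: Reaction 20 min, ambient temperature | Doses: Single compound dose of 20 µM, 1% DMSO final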
CendR NRP1 mod: alters CendR peptide binding to human NRP-1; O14786; FAM-RPARPAR peptide binding to NRP-1, fluorescence polarization; inhibition, % at 25 µM; actives 0.85% (n = 360,000);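 active = inhibition or corrected inhibition above about 18%, plus a signal ratio from 0.5 to 1.5, limit read from the data, passing the limit was not always enough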; also: strong numbers were not always called active
Active calls of the source: *; i = inactive; nt = not tested or not shown. The order is random. About 4.6% of those tested had a hit in this group.

SMILES	SUMO1 PPI mod	TbMetRS inhib	SKN-1 block	Neddylation inh	Scp-1 inhibitor	NadD block	DNMT1 block	LMPTP inh	STEP block	CendR NRP1 mod
CCCN(C(=O)COC(=O)CCOc1ccccc1C)c1c(N)n(Cc2ccccc2)c(=O)[nH]c1=O	-1	-0.2	8	i	-8	-4	0	1.3	-3	-18
CCCn1c(=O)c(/C(N)=N/O)nn(-c2cccc(C(F)(F)F)c2)c1=O	-11	-1.2	-1	i	0	-1	3	-0.9	1	-6
COc1cc(/C=C/C(=O)OCC(=O)NCc2ccc(F)cc2)ccc1O	-21	-0.2	-4	i	5	-3	-12	3.4	-1	-6
Cc1ccccc1OCC(=O)N/N=C/c1cn(C)c2ccccc12	3	-0.3	10	i	-13	3	0	2.5	-1	0
O=C(NCCCn1ccnc1)c1cc([N+](=O)[O-])cc([N+](=O)[O-])c1	-19	-0.3	2	i	-4	2	-9	0.1	0	3
COC(=O)c1ccc(/C=N/OCC(=O)NCc2ccc(F)cc2)cc1	-7	0.8	7	i	-7	-9	0	-1.5	-5	12
CC1(C)CC(C(CC(=O)O)c2ccccc2)CCO1 (centres undefined)	1	-0.3	8	i	-2	9	1	-0.3	-4	0
O=C1CC2c3ccccc3CCN2C(=O)CN1Cc1ccccc1 (centres undefined)	5	1.1	5	i	nt	-4	0	0.5	3	2
CC(=O)c1cccc(NCC(=O)Nc2cccc(S(=O)(=O)N3CCCCC3)c2)c1	8	0.0	10	i	-2	-1	0	0.3	0	-9
Cn1c(=O)c(C(=O)CSc2nncs2)c(N)n(Cc2ccccc2)c1=O	2	-0.2	3	i	-3	-6	1	-0.1	1	-14
COC(=O)C1=C(N)N(c2ccccc2C(F)(F)F)C2=C(C(=O)CCC2)C1c1ccc2c(c1)OCO2 (centres undefined)	2	-0.1	4	i	-3	8	-9	1.7	3	-12
Cc1c(NC(=O)c2ccco2)cccc1C(=O)NN1C(=O)c2ccccc2C1=O	0	-0.3	7	i	-3	0	0	-1.4	-2	4
CC(=O)Nc1ccc(/C=C/c2noc(-c3ccccc3O)n2)cc1	-7	-0.1	-5	i	5	-6	0	1.2	-1	15
CC(C)CCn1c(Sc2nc3ccccc3s2)nc2c1c(=O)[nH]c(=O)n2C	-4	-0.1	3	i	-12	-5	-3	0.8	1	4
Cc1cccc(C)c1NC(=O)CNC(=O)c1cccnc1	4	-0.2	-5	i	-7	0	1	-1.3	-1	-4
Cc1nc(-c2cccc(S(=O)(=O)N3CCCCC3)c2)cs1	0	-0.2	2	i	12	-5	2	-1.2	3	-7
CCOc1ccc(S(=O)(=O)c2c(C(=O)c3ccc(C)cc3)cnc3cc4c(cc23)OCCO4)cc1	-4	0.5	6	i	0	17	-6	1.9	-1	-11
CCOc1ccc(-c2cc(N)n(S(=O)(=O)c3ccc(OC)c(OC)c3)n2)cc1	5	-0.3	-9	i	-13	5	-10	1.5	0	-2
CN1CCN(C(=S)c2cn(Cc3ccccc3)c3ccccc23)CC1	0	0.6	-1	i	-1	-2	2	0.9	0	-4
CC1CCC(NC(=O)Cn2c(=O)[nH]c3ccsc3c2=O)CC1 (centres undefined)	5	-0.6	-21	i	22	-2	1	-0.4	-1	-8
O=C(N1CCOCC1)N1CCN(c2nc(-c3ccc(F)cc3)cs2)CC1	-7	-1.2	7	i	0	-2	-4	-1.0	3	-11
CC(=O)c1nn(-c2ccc(C)cc2)cc1C(=O)c1cccc(Br)c1	2	-1.1	-16	i	-11	4	35	-1.5	0	0
C[C@H]1CN(C2CCCCC2)C(=O)[C@@H]1CC(=O)Nc1ccccc1	-2	-1.3	8	i	nt	-3	-2	-2.1	0	-4
COc1cc(OC)cc(-c2c(-c3ccc(F)cc3)c3cc(-c4ccc5[nH]ccc5c4)ccc3n2C)c1	-5	-0.3	3	i	-18	17	-17	1.9	-1	-10
CC(SC#N)C(=O)C12CC3CC(CC(C3)C1)C2 (centres undefined)	1	-0.9	-16	i	-8	-1	3	-1.6	-2	10
CC(=O)Nc1ccc(C(=O)Nc2ccc(S(=O)(=O)N3CCOCC3)cc2)cc1	2	-0.6	0	i	-4	1	1	-0.5	-1	9
CCN(CC)C(=O)CSc1nc2ccccc2c(=O)n1OC(C)C	2	-1.5	-14	i	-5	1	5	-1.1	0	0
Cc1c(C(=O)Nc2ccc3c(c2)OCCO3)sc2nc(-c3ccccc3)cn12	6	-0.5	15	i	4	8	-5	2.8	-3	-3
C[C@H](NC(=O)c1cc2c([nH]c3ccccc32)c(-c2ccccc2)n1)C(=O)O	19	1.1	0	nt	-1	1	0	-0.5	3	5
CCOC(=O)c1c(CN2CCN(CCO)CC2)n(C)c2cc(Br)c(OC)cc12	1	-0.7	11	i	-3	-8	-7	0.9	1	5
CCOc1ccc(NC(=S)NC2CC3CCC(C2)N3Cc2ccco2)cc1 (centres undefined)	1	0.2	-13	i	1	-5	-1	-0.9	-1	-6
Cc1ccnc(OC(C(=O)O)C(OCc2ccccc2)(c2ccccc2)c2ccc(C(F)(F)F)cc2)n1 (centres undefined)	5	0.2	4	i	-6	11	4	-0.6	0	-5
C/C(=N/NC(=O)CNC(=O)COc1ccccc1)c1ccc(Cl)cc1	-4	-0.4	0	i	-5	-2	6	-2.5	1	2
CCc1c(C)nc(N)c(C#N)c1-c1ccccc1	2	-0.5	6	nt	-2	0	2	-0.3	-1	2
CCOC(=O)N1CCC(n2c(=S)[nH]c3cc(OCC)c(OCC)cc3c2=O)CC1	1	-0.4	-10	i	-7	-3	5	-0.1	0	-4
Clc1ccccc1-c1csc(Nc2cccnc2)n1	2	-0.2	16	i	4	-2	0	0.6	1	0
CCCC(C(=O)NC1CCCC1)N(Cc1ccccc1)C(=O)c1snc(C(N)=O)c1N (centres undefined)	-15	-0.1	-1	i	-10	-3	-4	-0.1	1	0
O=C1c2ccccc2NC(c2ccco2)N1NS(=O)(=O)c1ccccc1 (centres undefined)	1	-0.9	6	nt	-4	-5	3	0.2	-2	-12
N#CC(c1ccccn1)c1ncc(C(F)(F)F)cc1Cl (centres undefined)	-1	-1.5	-5	i	3	-3	1	-1.2	-1	6
O=C(COc1ccc(Cl)cc1Cl)Nc1cccc(-c2ccc(N3CCOCC3)nn2)c1	-9	-0.4	-3	i	2	12	7	-0.7	0	-1
C#CCN1C(=O)C(O)(c2c(C)[nH]c3ccccc23)c2ccccc21 (centres undefined)	-6	0.3	-3	i	11	0	-7	-0.4	0	4
Cc1cc(NC(=O)CCC(=O)N(c2ccccc2)C(C)C(=O)NC2CCCC2)no1 (centres undefined)	0	0.5	4	i	-10	2	2	-0.4	0	14
Cn1c(=N)n(CC(=O)O)c2ccccc21	-3	1.4	-3	i	2	2	-1	-1.9	0	3
COc1ccc(/C=C/C(=O)Nc2nnc(C(C)C)s2)cc1OC	-7	0.1	-11	i	-8	-1	4	-1.1	-3	10
CC1CCCN(CC(O)CN)C1 (centres undefined)	0	-0.3	16	i	-8	3	1	-10	-4	13
Cc1ccccc1OCC(=O)OC1CCN(C)CC1	0	-1.1	-20	i	5	-5	1	-2.7	-8	1
C[C@]12c3[nH]c4ccccc4c3CCN1C(=O)C(CC(=O)NCc1ccco1)C[C@@H]2C(=O)N1CCCCC1 (some centres undefined)	-2	-1.0	0	i	1	-5	6	-1.0	2	-6
O=C(CSc1nnc(-c2ccccn2)n1-c1ccc(Cl)cc1)Nc1ccc2c(c1)OCO2	15	-1.2	14	i	-3	18	-16	2.7	3	14

Gathered by group: those above containing two or more sulfur atoms.
SMILES	SUMO1 PPI mod	TbMetRS inhib	SKN-1 block	Neddylation inh	Scp-1 inhibitor	NadD block	DNMT1 block	LMPTP inh	STEP block	CendR NRP1 mod
Cn1c(=O)c(C(=O)CSc2nncs2)c(N)n(Cc2ccccc2)c1=O	2	-0.2	3	i	-3	-6	1	-0.1	1	-14
CC(C)CCn1c(Sc2nc3ccccc3s2)nc2c1c(=O)[nH]c(=O)n2C	-4	-0.1	3	i	-12	-5	-3	0.8	1	4
Cc1nc(-c2cccc(S(=O)(=O)N3CCCCC3)c2)cs1	0	-0.2	2	i	12	-5	2	-1.2	3	-7

Looked up by structure from the entries so far:
SMILES	SUMO1 PPI mod	TbMetRS inhib	SKN-1 block	Neddylation inh	Scp-1 inhibitor	NadD block	DNMT1 block	LMPTP inh	STEP block	CendR NRP1 mod
O=C(CSc1nnc(-c2ccccn2)n1-c1ccc(Cl)cc1)Nc1ccc2c(c1)OCO2	15	-1.2	14	i	-3	18	-16	2.7	3	14
O=C1c2ccccc2NC(c2ccco2)N1NS(=O)(=O)c1ccccc1 (centres undefined)	1	-0.9	6	nt	-4	-5	3	0.2	-2	-12

The main list resumes; the 4 compounds before the break are reprinted first.
SMILES	SUMO1 PPI mod	TbMetRS inhib	SKN-1 block	Neddylation inh	Scp-1 inhibitor	NadD block	DNMT1 block	LMPTP inh	STEP block	CendR NRP1 mod
CC1CCCN(CC(O)CN)C1 (centres undefined)	0	-0.3	16	i	-8	3	1	-10	-4	13
Cc1ccccc1OCC(=O)OC1CCN(C)CC1	0	-1.1	-20	i	5	-5	1	-2.7	-8	1
C[C@]12c3[nH]c4ccccc4c3CCN1C(=O)C(CC(=O)NCc1ccco1)C[C@@H]2C(=O)N1CCCCC1 (some centres undefined)	-2	-1.0	0	i	1	-5	6	-1.0	2	-6
O=C(CSc1nnc(-c2ccccn2)n1-c1ccc(Cl)cc1)Nc1ccc2c(c1)OCO2	15	-1.2	14	i	-3	18	-16	2.7	3	14
CCOc1ccc(Cl)cc1CSc1ncn[nH]1	2	0.5	2	i	-4	-7	-1	-0.5	7	0
COC(=O)c1ccc(C2C(C#N)=C(N)Oc3cc(C)n(C)c(=O)c32)cc1 (centres undefined)	-18	-0.4	30	i	7	1	0	-1.4	-4	-14
N#Cc1cccc(C(=O)OCC(=O)NC(=O)NC2CCCCC2)c1	23	-0.5	13	i	-7	-3	0	0.2	-1	-18
COc1ccnc(CSC(N)=Nc2cccc(C(F)(F)F)c2)c1	-2	-0.8	4	i	-2	4	-6	0.9	0	-12
COc1ccccc1N1C(=O)CCC1(C#N)c1ccccc1 (centres undefined)	1	-0.1	-9	i	-2	-2	1	-0.5	0	0

Screening results from PubChem.
